Assay outcomes: PubChem, Small Molecule Screening Facility, UW Madison
RMI-FANCM inh = inhibitors of human RMI core complex binding to FANCM MM2; Fluorescence polarization, RMI core complex with F-MM2 peptide; stronger effect = lower value; FP signal (polarization) at 33 µM; 70,000 compounds, 0.58% hits; AID 1159607; in the data active = FP signal below about 40; also: inactives centre near 61; strong numbers were not always called active; unit not given here
* = called active by the depositor; & = joins results of further samples. An excerpt; count on the stated rates, not on these rows.

SMILES	RMI-FANCM inh
COc1cccc(-c2nc(=S)c3c(n2Cc2ccco2)CCCC3)c1	60
CCc1nnc(-c2cc3ccccc3n2CC(=O)NCc2ccco2)o1	56
CCN(C(=O)Cn1c(CN2CCOCC2)nc2ccccc21)c1ccccc1	62
CC(C)(C)S(=O)(=O)c1cnc(-c2ccccn2)nc1N	63
Cc1ccc(CN2CCc3nc(SCC(=O)Nc4ccc(C)c(C)c4)[nH]c(=O)c3C2)cc1	54&55
COc1cc(NC(=O)COc2ccc3ccccc3c2)ccc1N1CCCCC1=O	52
Cc1ccc(NC(=O)Nc2cccc(-c3ccc(N4CCOCC4)nn3)c2)cc1	64&81
NC(=NS(=O)(=O)c1cc(Cl)c(Oc2ccc([N+](=O)[O-])cc2Cl)c(Cl)c1)c1ccccn1	50
CCOc1ccc2[nH]cc(S(=O)(=O)c3ccc(C(C)(C)C)cc3)c(=O)c2c1	63
Cc1ccc(C)c2[nH]c(=O)c(CCNC(=O)c3ccc(S(=O)(=O)N4CCOCC4)cc3)cc12	60
Cc1cc2nc(NC(=O)c3ccccc3NS(=O)(=O)c3ccc(F)cc3)sc2cc1C	61
O=C(CCN1CCN(C(c2ccccc2)c2ccccc2)CC1)N/N=C\c1cccnc1	63
OC(CNc1cccc(Cl)c1)CN1c2ccccc2Sc2ccccc21 (stereo not given)	56
CC1Cc2ccccc2N1C(=O)NC1CC(=O)N(c2cccc(F)c2)C1 (stereo not given)	61
CCCN1CCCc2cc(CCNC(=O)C(=O)NCc3ccc(F)cc3)ccc21	76
Cc1cc(F)ccc1NC(=O)c1c(O)c2ccccc2n(-c2ccccc2)c1=O	62
O=C(O)CC(NS(=O)(=O)c1cc(S(=O)(=O)NC(CC(=O)O)c2ccccc2)c2cccc3c2c1NC3=O)c1ccccc1 (stereo not given)	52
CSC1=N/C(=C\c2ccc(Cl)cc2)C(=O)N1CCOc1ccc(Cl)cc1	68
O=C(NCC1CCN(Cc2cccs2)CC1)c1ccc2c(c1)OCO2	74
O=C(NNc1ccc(OC(F)(F)F)cc1)C1CCCCC1	58
CCOc1ccc(NC(=O)COc2ccc(N(C)S(=O)(=O)c3ccc(C)cc3)cc2)c([N+](=O)[O-])c1	60
N#Cc1nc(-c2ccc(S(=O)(=O)N3CCCCC3)cc2)oc1NCCCN1CCOCC1	59
CCOc1ccccc1C(=O)Nc1nnc(SCC(=O)Nc2nc3ccccc3s2)s1	131
CCOc1ccc2nc(NC(=O)c3ccc(C)cc3)sc2c1	62
CCOc1ccc(-c2csc(-n3nc(C)cc3NC(=O)c3ccccc3F)n2)cc1	81

Ordered by value in RMI-FANCM inh (smallest number first): four from the list above.
molecule	RMI-FANCM inh
OC(CNc1cccc(Cl)c1)CN1c2ccccc2Sc2ccccc21 (stereo not given)	56
Cc1ccc(C)c2[nH]c(=O)c(CCNC(=O)c3ccc(S(=O)(=O)N4CCOCC4)cc3)cc12	60
CC1Cc2ccccc2N1C(=O)NC1CC(=O)N(c2cccc(F)c2)C1 (stereo not given)	61
CCOc1ccc2nc(NC(=O)c3ccc(C)cc3)sc2c1	62

(continued)
SMILES	RMI-FANCM inh
COc1ccc(NC(=O)NCC(c2ccsc2)N2CCCCCC2)cc1OC (stereo not given)	62
O=C1CSC(c2cc3ccccc3o2)N1c1ccc(F)cc1 (stereo not given)	58
COc1ccc(CNC(=O)c2csc(NC(=O)c3ccccc3)n2)cc1	65
O=C1CN(C(=O)c2ccc3c(c2)CCCC3)c2ccccc2N1	68
CN1CCc2cc(C(CNC(=O)C(=O)NCc3ccccc3Cl)N(C)C)ccc21 (stereo not given)	76
Cc1cc(NC(=O)c2cccc(N3C(=O)CCC3=O)c2)n(C)n1	68
CN1CCN(C(CNC(=O)c2cccc(C(F)(F)F)c2)c2ccc(F)cc2)CC1 (stereo not given)	51
O=C(Nc1cccc(-c2ccc3nnc(-c4cccnc4)n3n2)c1)c1ccc(Cl)cc1	163
Cc1n[nH]c(C)c1Br	59
O=C(CSc1ccc(-c2ccco2)nn1)N1CCN(c2ccccc2)CC1	65
O=C(O)c1cc(O)c2c(c1)C(=O)c1cc(O)cc(O)c1C2=O	57
Cc1nc(SCc2ccc(Cl)cc2Cl)[nH]c(=O)c1C	55
COc1cccc2cc(C#N)c(=N)oc12	52
CNc1nn(CC(=O)Nc2cc(C)ccc2OC)c(N)c1-c1nc(-c2ccc(Cl)cc2)no1	87
CS(=O)(=O)NCC(c1cccs1)N1CCc2ccccc2C1 (stereo not given)	53
CCN1C(=O)c2cccc3c(S(=O)(=O)NC4CCS(=O)(=O)C4)ccc1c23 (stereo not given)	46
CCn1cccc(-c2nnc(SCC(=O)NCc3ccc4c(c3)OCO4)n2C)c1=O	62
CSc1nccc(-c2ccc(Br)s2)n1	62
COc1ccc(OC)c(NC(=O)CCCSc2ccc(NC(C)=O)nn2)c1	63
COc1ccc(-c2nc(CCNS(=O)(=O)c3cc(C)c(C)cc3C)cs2)cc1OC	65
CNC(=S)N/N=C\c1cccc([N+](=O)[O-])c1	54
Oc1c(Cl)cc(Cl)cc1C=Nc1ccc2c(c1)COCO2	37*
Cc1csc(NC(=O)NC2CC(=O)N(c3ccccc3)C2)n1 (stereo not given)	58
O=C(Nc1nc(-c2ccccc2)ns1)c1cccnc1	61
Cc1nn(CC(=O)Nc2ccc3c(c2)OCCO3)c(=O)c2c1cnn2C(C)(C)C	66

Shown as a hit in RMI-FANCM inh (from the list above):
SMILES	RMI-FANCM inh
Oc1c(Cl)cc(Cl)cc1C=Nc1ccc2c(c1)COCO2	37*

Next section
SMILES	RMI-FANCM inh
COc1ccc(Cl)cc1C(=O)Nc1ccc(N2CCCC2=O)cc1	54
Cc1ccc(-c2ccc(=O)n(CCCC(=O)Nc3ccccc3-c3ccccc3)n2)cc1	71
CN1CCc2cc(C(CNC(=O)C(=O)Nc3ccccc3C#N)N(C)C)ccc21 (stereo not given)	64
Cc1cc(=O)n2[nH]c(C3CC3)cc2n1	55
CN1CCN(C(CNC(=O)NCc2ccc(F)cc2)c2ccc3c(c2)CCN3C)CC1 (stereo not given)	64
CN(C)c1ccc(CCCN)cc1	67
CCN(CC)CCN(C(=O)c1ccc(S(=O)(=O)N2CCCCCC2)cc1)c1nc2ccc(Cl)cc2s1	79
Brc1ccc2nc(N3CCCC3)sc2c1	59
CCOc1ccc(NC(=O)Nc2ccc3nc(C)n(-c4ccc(C)cc4)c(=O)c3c2)cc1	59
COc1ccc2nc(-c3ccc(NC(=O)C(C)Oc4cccc(F)c4)cc3)cn2n1 (stereo not given)	82
COc1ccc(CCNS(=O)(=O)c2c(Cl)cccc2Cl)cc1OC	73
O=C(NCc1cccnc1)C(=O)Nc1cc2c3c(c1)CC(=O)N3CCC2	55
COc1ccc(-c2ccc(SCC(=O)NCC3CCCO3)nn2)cc1OC (stereo not given)	58
Cc1c(C)n2c3c(=O)[nH]c(=O)n(C)c3nc2n1CCCN1CCc2ccccc2C1	59
CC(Oc1ccc(C(C)(C)C)cc1)C(=O)Nc1ccc(S(N)(=O)=O)cc1 (stereo not given)	55
CCOc1ccc(-c2ccc(=O)n(Cc3nc(-c4cc(OC)cc(OC)c4)no3)n2)cc1	114
O=C(O)c1ccc(NC(=S)Nc2ccccc2)cc1	59
CS(=O)(=O)c1ccc2nc(NC(=O)c3ccc(-c4ccccc4)cc3)sc2c1	73
CCOC(=O)c1ccc(Nc2nnc3nc(C)cc(C)n23)cc1	64
O=C1c2ccccc2C(=O)c2c1oc1c3c(ccc21)OCN(CC1CCCO1)C3 (stereo not given)	54
O=C(O)CSCc1ccccc1	55
CC(C)C(=O)N(Cc1ccc(Cl)cc1)C1CCS(=O)(=O)C1 (stereo not given)	30
CC(SCC(=O)O)(SCC(=O)O)c1cccc([N+](=O)[O-])c1	57
NCC(O)COc1ccc(Br)cc1 (stereo not given)	58
COc1ccc(OC)c(NC(=O)c2ccc(S(=O)(=O)NC3CC3)cc2)c1	62

Among those listed so far, these contain a cyano group:
SMILES	RMI-FANCM inh
N#Cc1nc(-c2ccc(S(=O)(=O)N3CCCCC3)cc2)oc1NCCCN1CCOCC1	59
COc1cccc2cc(C#N)c(=N)oc12	52
CN1CCc2cc(C(CNC(=O)C(=O)Nc3ccccc3C#N)N(C)C)ccc21 (stereo not given)	64

The results go on.
SMILES	RMI-FANCM inh
COc1cccc(CC(=O)Nc2nc3ccc4ccccc4c3s2)c1	67
COc1ccc(-n2c(SCC(=O)NC(=O)Nc3ccccc3)nnc2-c2cccs2)cc1	67
COc1ccc(N2CCN(c3cc(=O)n(-c4ccc(Br)cc4)c(=O)[nH]3)CC2)cc1	60
O=C(NCC(c1ccco1)N1CCN(c2ccccc2F)CC1)c1cccs1 (stereo not given)	55
COc1ccc(-c2ccc(N3CCCC(C(=O)NN4CCN(C)CC4)C3)nn2)cc1 (stereo not given)	60
CCOc1ccc(-c2cc(=O)n(CC(=O)c3ccccc3)cn2)cc1	61
Cc1ccc(N=C(C#N)C2=C(O)c3ccccc3C2=O)cc1C	58
COCC(C)NS(=O)(=O)CCNC(=O)c1ccc(OC)cc1 (stereo not given)	55
O=S(=O)(Nc1ccc(-c2ccc(NS(=O)(=O)c3cccs3)cc2)cc1)c1cccs1	59
CCCN1CCCc2cc(CCNS(=O)(=O)c3ccc(C)c(C)c3)ccc21	242
O=S(=O)(N=S1CCN(c2ccc(C(F)(F)F)cn2)CC1)c1ccc(Cl)cc1	60
Cc1ccc(C(=O)CSc2ncnc3sc4c(c23)CCC4)cc1C	73
Cc1cc(NC(=O)NCc2ccccc2)no1	63
OC[C@H]1O[C@@H](n2cnc3c(N[C@H]4CCC[C@@H]4O)ncnc32)[C@@H](O)C1O (stereo not given in full)	56
Cc1ncc2c(c1O)COC(C(C)C)OC2 (stereo not given)	63
CCOC(=O)c1c(NC(=O)/C=C/C(=O)O)sc2c1CCN(C(C)=O)C2	62
O=[N+]([O-])c1ccc(S(=O)(=O)N2CCN(C(c3ccccc3)c3ccccc3)CC2)cc1	55
Cc1ccc2nc(-c3ccc4c(c3)OCCO4)cn2c1	55
COc1ccc(OC)c(Nc2nc(CC(=O)N3CCC(C(N)=O)CC3)cs2)c1	62
Cc1c(C(=O)Nc2ccc(-c3ccc(N4CCN(C)CC4)nn3)cc2)cccc1[N+](=O)[O-]	52
N/C(=N/OC(=O)Nc1cccc(Cl)c1)c1ccc2nonc2c1	68
O=c1cc(O)c2c(n1-c1ccccc1)CCCC2	43
O=C(NCCn1ncc2c(N3CCN(c4ncccn4)CC3)ncnc21)c1cc(-c2ccccc2)on1	63
Nc1nc(Cc2ccc(F)cc2F)no1	58
O/N=C1/CCSc2ccc(F)cc21	54

Remaining list, next part
SMILES	RMI-FANCM inh
Cc1nc2ccc(NS(=O)(=O)c3cccc(Cl)c3Cl)cc2c(=O)n1-c1ccc(F)cc1	61
COc1cccc(CC(=O)Nc2nc(-c3ccccc3)c(C(=O)c3ccccc3)s2)c1	72
COC(=O)c1sccc1N=Nc1c(O)ccc2ccccc12	51
Nc1ncnc(NCCc2ccc(S(N)(=O)=O)cc2)c1[N+](=O)[O-]	62
Cc1ccc(NC(=O)C(=O)NCC(c2cccs2)N2CCOCC2)c([N+](=O)[O-])c1 (stereo not given)	48
O=C(Cc1ccccc1)NCc1cc(-c2ccc(Cl)cc2)on1	54
Cc1onc(-c2ccccc2)c1C(O)c1ccc(F)cc1 (stereo not given)	47
O=C(CCc1csc(NC(=O)c2ccc(=O)[nH]c2)n1)NCc1ccccn1	60
O=C(Nc1ccc(S(=O)(=O)Nc2nccs2)cc1)c1cccn(OCc2ccccc2F)c1=O	60
O=C(Cc1cc(-c2ccc(Cl)cc2)on1)N1CCc2ccccc2C1	73
CCCc1cc(=O)n(CC(=O)Nc2nc3ccc(C)cc3s2)cn1	67
Nc1nc(SCC(=O)Nc2ccc(F)cc2)[nH]c(=O)c1NC(=O)c1ccc(F)c(F)c1	70
CC(C)(C)c1csc(CN2CCN(S(=O)(=O)Cc3ccccc3)CC2)n1	63
Cc1cc(C)n(CC(=O)Nc2ccc(C)c(C)c2)n1	64
CC1(Cl)C(=O)C(Cl)=C(Cl)C(=NS(=O)(=O)c2cccc([N+](=O)[O-])c2)C1Cl (stereo not given)	55
O=C(Nc1cccc(Cl)c1)N1CCN(c2ccc(-c3ccco3)nn2)CC1	74
Cc1cc(Nc2ccc(F)c(Cl)c2)nc(N)n1	51
O=C(Cc1csc(Nc2ccc(F)cc2)n1)NCc1ccccn1	9*
Cc1nn(C)c(Sc2ccccn2)c1[N+](=O)[O-]	63
CCc1cnc2c(c1OC)c(=O)[nH]c(=O)n2C	66
COC(=O)c1cc(/C=C(\C#N)C(=O)O)c(OC)cc1OC	53
Cc1ccc(-c2ccc(S(=O)(=O)Nc3ccc(F)cc3)cc2)cc1	60
COC(=O)c1cc(OC)c(OC)cc1NC(=O)CSc1nnc(C)c2ccccc12	67
O=C(COc1ccc(F)cc1)NCC(c1ccsc1)N1CCc2ccccc2C1 (stereo not given)	64
CCC(=O)Nc1ccc(SCc2cccc(F)c2)nn1	60

Carrying on.
SMILES	RMI-FANCM inh
Cc1nc2sc(C)c(C)n2c(=O)c1NC(=O)c1ccccn1	62
COc1ccc(C(CNC(=O)c2c(F)cccc2F)N2CCN(C)CC2)cc1 (stereo not given)	53
Cc1ccc(NC(=O)c2n[nH]nc2Nc2cccc(Cl)c2)cc1C	59
O=C(Nc1cccc(-c2ccc3nnc(-c4cccs4)n3n2)c1)c1ccccc1F	62
CC(C)(C)c1ccc(S(=O)(=O)NCC(=O)N2CCN(C(=O)c3ccco3)CC2)cc1	75
CNC(=O)CSc1nc(C(F)(F)F)cc(=O)[nH]1	62
O=C1CC(=Nc2ccc(F)cc2)NN1	61

Another view of part of the listing above:
Compound | RMI-FANCM inh
Cc1nc2sc(C)c(C)n2c(=O)c1NC(=O)c1ccccn1 | 62
COc1ccc(C(CNC(=O)c2c(F)cccc2F)N2CCN(C)CC2)cc1 (stereo not given) | 53
Cc1ccc(NC(=O)c2n[nH]nc2Nc2cccc(Cl)c2)cc1C | 59
O=C(Nc1cccc(-c2ccc3nnc(-c4cccs4)n3n2)c1)c1ccccc1F | 62
